Assay outcomes from PubChem BioAssay.
GLA spleen mod: alpha-galactosidase A (human) modulation; P06280; human spleen homogenate, 4MU-alpha-Gal fluorescence, 40 min; Potency, µM (top dose mostly 80 µM), inactives show at the top dose activity change, negative = inhibition, usual class: inhibitors; 240,000 compounds, 0.008% hits;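 further: 0% = enzyme with vehicle and -100% = no enzyme basal signal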
Target sequence (P06280 32-429 limits assumed): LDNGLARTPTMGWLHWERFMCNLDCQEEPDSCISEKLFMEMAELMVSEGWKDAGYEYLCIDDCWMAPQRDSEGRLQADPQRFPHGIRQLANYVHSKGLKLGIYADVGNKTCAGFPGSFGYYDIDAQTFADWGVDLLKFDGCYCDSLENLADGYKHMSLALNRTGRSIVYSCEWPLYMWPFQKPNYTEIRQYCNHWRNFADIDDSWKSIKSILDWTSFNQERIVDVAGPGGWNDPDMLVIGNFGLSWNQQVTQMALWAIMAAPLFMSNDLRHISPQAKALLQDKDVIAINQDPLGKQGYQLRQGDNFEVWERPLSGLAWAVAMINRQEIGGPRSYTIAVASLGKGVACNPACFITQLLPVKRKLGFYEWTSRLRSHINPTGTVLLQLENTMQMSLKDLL
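Human spleen homogenate (1 ug) as enzyme source, 4-methylumbelliferyl-alpha-D-galactopyranoside 1 mM final, citrate/phosphate pH 5.0 with 0.01% Tween-20. Compounds 40 min at 37C, NaOH/glycine stop; fluorescence Ex 365/Em 440, Hill-fit AC50.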
Tau fibril FP: tau fibrillization inhibition (FP). P10636. K18 P301L tau heparin fibrillization, Alexa594 FP, 6 h. Potency, µM (highest dose often 57.7 µM), inactives show at the highest dose activity, negative = inhibition, most hits filed as inhibitors. 280,000 compounds, 0.39% hits; further: nearly all actives have a fitted effect of over 55% in size
Target sequence (P10636 561-689 P618L limits assumed): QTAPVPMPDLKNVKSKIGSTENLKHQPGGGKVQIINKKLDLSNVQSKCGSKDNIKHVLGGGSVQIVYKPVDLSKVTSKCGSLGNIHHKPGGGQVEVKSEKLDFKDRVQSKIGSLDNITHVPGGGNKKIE
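Human K18 P301L fragment (15 uM unlabeled plus 0.24 uM Alexa 594-labeled) in 100 mM sodium acetate pH 7 with compound, aggregation induced by 20 uM heparin for 6 hr at 37 C. ThT (30 uM) added for 1 hr, then Alexa 594 FP read.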
Tau fluor cs: counter-screen for tau fibril formation inhibitors | Potency, µM (titrated, usually from 57.7 µM), inactives show top-dose activity change, negative = decrease | 280,000 compounds, 0.93% hits | tau K18 P301L Alexa594 fluorescence, heparin fibrillization | AID 1463; further: nearly all actives have a fitted effect of over 55% in size
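Human K18 P301L tau (15 uM unlabeled plus 0.24 uM Alexa 594-labeled, final) in 100 mM sodium acetate pH 7 was mixed with compound and 20 uM heparin and incubated 6 hr at 37 C.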
TRb-SRC2 inh: TRbeta-SRC2 interaction inhibition; 280,000 compounds, 0.065% hits; P10828; TRbeta-SRC2 peptide binding, fluorescence polarization; receptor liganded with 1 µM T3; Potency, µM (titrated, usually from 106 µM), for the others: at the highest dose activity change, negative = inhibition, usual class: inhibitors;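 further: plate controls were bound peptide for no effect and peptide without receptor for full effect; nearly all actives have a fitted effect of over 50% in size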
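Quantitative HTS by FP: 0.6 uM TRb LBD, 20 nM labeled SRC2 20-mer, 1 uM T3, 5% DMSO; 5 hr ambient incubation; % activity per concentration and potencies from concentration series.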
L3MBTL1 block: inhibitors of human L3MBTL1; AlphaScreen L3MBTL1–H3K9me1 peptide binding; Potency, µM (top dose mostly 57.1 µM), inactives show at the highest dose activity, negative = inhibition, actives largely listed as inhibitors; 230,000 compounds, 0.66% hits; AID 485360; further: nearly all actives have a fitted effect of over 60% in size
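AlphaScreen proximity signal between nickel-chelate acceptor and streptavidin donor beads (final 10 ug/mL) reports binding of 50 nM L3MBTL1 to 75 nM biotin-H3 K9me1 peptide; complex incubated with compounds 30 min at room temperature; cefsulodin titration as control.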
Tau ThT inhib: tau fibrillization inhibition (ThT binding). recombinant tau K18 P301L (four-repeat tau fragment), heparin-induced fibrillization, ThT fluorescence. P10636. 270,000 compounds, 2.1% hits. Potency, µM (top dose mostly 57.4 µM), for inactives: at the top dose activity, negative = inhibition, actives largely listed as inhibitors; further: nearly all actives have a fitted effect of over 55% in size
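Heparin-induced fibrillization of the P301L-mutant K18 repeat-domain fragment of human tau was followed by ThT binding in quantitative high-throughput format.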
ALDH1A1 inh: ALDH1A1 (human) enzyme inhibition | P00352 | Purified ALDH1A1, NADH fluorescence, propionaldehyde substrate | Potency, µM (highest dose often 75.3 µM), for inactives: top-dose activity, negative = inhibition, actives largely listed as inhibitors | 220,000 compounds, 7.3% hits | AID 1030; active means well fitted inhibition curve with a large enough effect, not every such curve was filed as active; inconclusive means small, poorly fitted or top-dose-only effect, or another doubt; inactive means no such curve, though single readings can be large or run the other way;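 further: plate controls were no enzyme wells and a reference inhibitor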
Target sequence (P00352 whole entry, looked up): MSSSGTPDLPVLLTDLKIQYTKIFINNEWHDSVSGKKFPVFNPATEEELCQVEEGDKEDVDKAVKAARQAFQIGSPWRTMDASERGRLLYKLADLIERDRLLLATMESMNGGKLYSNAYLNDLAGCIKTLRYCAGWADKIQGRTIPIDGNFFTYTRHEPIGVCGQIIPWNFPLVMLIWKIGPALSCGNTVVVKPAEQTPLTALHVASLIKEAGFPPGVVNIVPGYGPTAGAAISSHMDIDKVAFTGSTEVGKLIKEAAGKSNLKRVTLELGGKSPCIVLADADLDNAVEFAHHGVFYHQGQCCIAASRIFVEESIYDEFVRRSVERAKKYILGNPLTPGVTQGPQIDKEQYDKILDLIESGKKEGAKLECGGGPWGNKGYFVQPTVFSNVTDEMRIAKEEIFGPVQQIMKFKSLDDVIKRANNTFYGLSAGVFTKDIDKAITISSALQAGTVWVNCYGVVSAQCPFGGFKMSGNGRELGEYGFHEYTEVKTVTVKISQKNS
TR SRC2 fluor cs: alters Texas Red total fluorescence, flagging assay interference; TRb/SRC2 Texas Red total fluorescence interference; Potency, µM (series often up to 106 µM), without a hit: at the top dose fluorescence change, negative = quenching; 280,000 compounds, 0.29% hits; active means well fitted curve in either direction with a large enough effect; inconclusive means small, poorly fitted or top-dose-only effect
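Human TRb ligand-binding domain at 0.6 uM with 20 nM Texas Red SRC2 peptide in Tris buffer containing 1 uM T3 and 5% DMSO, incubated with compound 5 h at ambient temperature. Total fluorescence (555/632 nm) calculated as parallel + 2 × perpendicular.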
Starred values were filed as active, the others as inactive; ? = inconclusive; / = not tested or not shown; [ ] = dose if it differs, or a comment. Unless noted, the call rests on the fitted dose curve; in most records, active means well fitted curve in the direction sought with a large enough effect; inconclusive means small, poorly fitted or top-dose-only effect, or another doubt; inactive means no such curve, though single readings can be large; an effect the other way counts as inactive or inconclusive. Unless noted, on the % scale 0 is the no-effect control and ±100 the full control effect; potency means the concentration at half of the fitted maximal effect.

Below each SMILES: GLA spleen mod, Tau fibril FP, Tau fluor cs, TRb-SRC2 inh, L3MBTL1 block, Tau ThT inhib, ALDH1A1 inh, TR SRC2 fluor cs
1: COc1ccccc1NC(=O)c1cnc(SCC(=O)N2CCCc3ccccc32)n(C)c1=O
    /, ?, -5.1%, -0.7%, /, ?, /, -1.0%
2: Cc1nc2nc[nH]n2c(=O)c1NS(=O)(=O)c1ccc(F)cc1
    3.1%, 7.6%, 6.4%, 2.2%, 13.4%, -1.2%, 6.9%, -4.9%
3: Cc1ccc(CC2CC(=O)N(c3nc(C)cc(C)n3)C2=O)cc1 (stereo unspecified)
    2.5%, -6.4%, -1.6%, -5.5%, 12.7%, -10.4%, -7.8%, -1.5%
4: C=CCOC(=O)N[C@H](/C(C(=O)OC)=C(\C)NCc1ccccc1)c1ccc(C)cc1
    -2.3%, 8.3%, -3.9%, 5.2%, /, ?, -1.7%, -2.8%
5: CCc1ccc(CNC(=O)CN2C(=O)CSc3c2c(C)nn3-c2ccccc2)cc1
    /, -5.9%, -5.9%, -0.3%, /, -3.7%, /, ?
6: Cc1cccc2c(C(=O)n3cccn3)cc(-c3ccccc3Cl)nc12
    -3.4%, 6.6%, 2.5%, 8.5%, -14.2%, 8.6%, 0.1%, -8.2%
7: CNC(=O)c1csc(Cc2c(Cl)sc3ccc(Cl)cc23)n1
    0.3%, 5.7%, -6.6%, 4.2%, /, /, /, -2.0%
8: Cc1nn2c(NCCN3CCOCC3)c3c(nc2c1-c1ccccc1)CCCC3
    0.5%, 8.6%, -16.1%, -1.6%, /, -8.5%, /, -1.7%
9: CC[C@H](C(=O)[C@H](C)[C@H](O)[C@H](C)CCc1ccc(C)c(O)c1C(=O)O)[C@H]1O[C@](CC)([C@@H]2CC[C@@](O)(CC)[C@H](C)O2)C[C@H]1C
    2.2%[29.1 µM], /, /, 1.0%[53 µM], /, /, 8.2%[20.9 µM], -4.3%[53 µM]
10: COc1ccc(C(=O)C2CC2c2ccc3c(c2)OCO3)cc1 (stereo unspecified)
    5.6%, -6.3%, -24.2%, -4.6%, 38.2%[activator], ?, -4.1%, -3.8%
11: CC(C)COC(=O)c1ccc(NC(=O)C2C3C=CC(C3)C2C(=O)O)cc1 (stereo unspecified)
    5.5%, -6.1%, -13.2%, -2.7%, 2.4%, -12.3%, -12.4%, 3.1%
12: CCS(=O)(=O)Nc1cccc(C(=O)CC2(O)C(=O)Nc3ccccc32)c1 (stereo unspecified)
    -3.2%, 1.3%, -3.5%, -15.3%, 1.3%, -0.9%, -3.1%, 1.4%
13: CC1=C(C(=O)Nc2ccccc2)C(c2ccc(C(C)C)cc2)N2C(=O)CSC2=N1 (stereo unspecified)
    5.5%, -1.0%, -16.9%, -5.2%, /, -10.0%, 4.5%, 0.1%
14: O=C(/C=C/c1ccccc1)N/C(=C/c1ccccc1)C(=O)NCCO
    -11.4%, 7.9%, -0.6%, 2.2%, 7.8%, -2.3%, 10.3%, -1.5%
15: Cc1ccsc1/C=N/NC(=O)C(N)=O
    -2.4%, -3.0%, -2.7%, -1.4%, -0.8%, -7.5%, -1.2%, -3.1%
16: CCOc1ccc(CNCc2c(C(=O)O)c(C)n(Cc3ccc(F)cc3Cl)c2C)cc1
    /, 3.6%, 0.4%, 0.2%, /, 0.2%, /, -3.0%
17: CCOC(=O)Cn1c(=NC(=O)c2nc3ccccc3s2)sc2cc(S(N)(=O)=O)ccc21
    -2.4%, -3.2%, 10.4%, -7.4%, 6.9%, -1.3%, ?, 1.6%
18: O=C(NCC1CCS(=O)(=O)C1)Oc1ccccc1 (stereo unspecified)
    9.5%, 8.3%, 3.2%, 0.6%, 6.2%, -0.8%, 17.1%, -2.5%
19: O=C(c1ccc(Cl)cc1)n1nc(-c2ccco2)nc1NCc1cccs1
    /, -1.7%, -22.2%, -0.2%, /, ?, /, 3.2%
20: O=c1c2ccccc2nnn1Cc1ccc(Br)cc1
    -5.3%, -10.9%, -11.4%, 0.1%, 17.6%, -5.9%, -0.5%, -0.6%
21: O=S(=O)(N/N=C1/CCCc2ccccc21)c1ccc(Br)cc1
    6.4%, -1.5%, -29.1%, -0.9%, 0.9%, -11.1%, 14.1µM*, 1.0%
22: N#Cc1c(N)nc2c(c1-c1ccc3c(c1)OCO3)CCCCCC2
    -5.9%, -10.8%, -7.2%, -19.5%, 4.0%, -8.1%, ?, 1.4%
23: CCOc1ccc(CC(=O)NCc2ccc3c(c2)CCN3C(=O)c2ccccc2)cc1OCC
    /, 7.9%, -2.5%, 0.6%, /, -7.3%, /, 0.2%
24: Cc1ccc(S(=O)(=O)N(C)C)cc1-n1c(SCC(=O)Nc2ccc(F)cc2)nc2ccccc2c1=O
    -4.7%, 7.6%, 5.4%, -4.3%, -5.5%, 12.7%, ?, -0.9%
25: CC1=CS(=O)(=O)CC1Sc1nc2ccccc2[nH]1 (stereo unspecified)
    5.1%, 3.3%, -1.9%, -3.2%, /, -5.1%, 4.4%, -3.6%
26: Cn1c(=O)c2c(ncn2CC(=O)N/N=C/C(Cl)=C/c2ccccc2)n(C)c1=O
    -1.7%, 5.0%, 6.6%, -4.6%, 9.5%, 12.2%, ?, 8.6%
27: CC(c1ccco1)N(C(=O)c1ccc(C#N)cc1)c1ccccn1 (stereo unspecified)
    4.2%, 0.9%, 2.7%, 3.9%, /, -2.9%, 7.6%, 1.8%
28: Cc1cccc(NC(=O)CSc2nnnn2-c2cccnc2)c1
    8.5%, 12.6%, -0.1%, -9.4%, 4.2%, -3.6%, 0.8%, -3.0%
29: N#C/C(=C\c1ccc([N+](=O)[O-])cc1)c1ccccn1
    21.7%, 3.2%, -28.1%, -6.2%, /, ?, -15.0%, -4.1%
30: Cn1c(CCC(=O)Nc2ccccc2F)nnc1SCC(=O)Nc1ccccc1Cl
    11.8%, -0.1%, 1.8%, 3.0%, 9.5%, 4.9%, 3.7%, -2.8%
31: CC(C)(C)N/N=C1\CC(c2ccccc2)Oc2ccccc21 (stereo unspecified)
    -7.0%, -1.1%, -26.5%, -6.1%, 0.8%, -14.2%, 6.5%, -5.9%
32: Cc1ccc(-n2c(C)cc(C(=O)CN3CCOCC3)c2C)cc1C
    -1.6%, -8.6%, -2.8%, -12.7%, ?, -4.3%, 8.6%, 1.4%
33: COc1ccc(-c2cc(C(F)F)n3ncc(C(=O)Nc4cc(C)on4)c3n2)cc1
    -6.8%, 7.3%[2.34 µM], 6.2%[2.34 µM], 1.4%, -0.6%, 2.9%, ?, -8.8%
34: CCCCN(C(=O)NC(=O)Nc1cccc(C)c1C)S(C)(=O)=O
    2.8%, -3.6%, -18.3%, -5.1%, /, -9.5%, 0.3%, -3.1%
35: Cc1ccc(C(C(=O)NC2CCCCC2)N2CCN(C(=O)c3ccco3)CC2)cc1 (stereo unspecified)
    2.7%, 5.9%, -5.3%, -5.5%, -8.6%, -10.1%, -6.5%, -1.2%
36: O=C(Oc1ccc(-c2ccccc2)cc1)C1C2CCCCC21 (stereo unspecified)
    4.7%, -7.5%, -6.0%, 0.0%, 3.6%, -8.5%, 6.8%, -0.7%
37: O=S1CCCSC1c1cccnc1 (stereo unspecified)
    -0.8%, -3.7%, 3.7%, -11.1%, -3.0%, 0.0%, 7.5%, -0.9%
38: CCOC(=O)c1ccc(Oc2ccc(C(F)(F)F)cn2)cc1
    4.8%, -3.6%, -4.4%, 2.7%, 14.9%, -10.7%, 6.6%, -0.3%
39: COc1ccc(-c2oc3cc(O[C@@H]4OC(CO)C(O)C(O)C4O)c(OC)c(O)c3c(=O)c2OC)cc1O (stereo partly specified)
    8.6%, -2.0%, -22.2%, -3.6%, /, ?, -6.0%, -8.0%
40: CCc1ccccc1NC(=O)c1cc(-c2ccc(F)cc2)on1
    -7.9%, -0.6%, -6.9%, 2.4%, /, -10.1%, 0.6%, -3.5%
41: CC1CCCC(NC(=O)COC(=O)c2ccccc2Sc2ccccc2C#N)C1C (stereo unspecified)
    -5.4%, 2.7%, -5.8%, 3.8%, -3.9%, -1.3%, 13.7%, 5.3%
42: COc1cc(C2NC(=O)C(C#N)=C(S)N2c2ccccc2)ccc1OC(C)C (stereo unspecified)
    0.7%, ?, -14.4%, 5.3%, 16.2%, ?, ?, -7.2%
43: CCOC(=O)C1=C2NC(=O)c3ccccc3N2C(=O)C1
    -4.0%, -0.7%, -8.1%, -3.0%, /, -17.3%, 25.1µM*, -2.7%
44: Cc1cccc(N2CCN(C(=O)Cc3ccc(Br)cc3)CC2)c1C
    -3.0%, 13.8%, -2.6%, 4.5%, /, ?, 1.1%, 1.4%
45: CSc1ncc(Cl)c(C(=O)Nc2c(C(=O)c3ccc(C)c(F)c3)oc3ccccc23)n1
    /, -11.6%, -1.9%, 0.3%, /, 4.5%, /, -5.0%
46: COc1ccc(/C=C/C(=O)Nc2ccc3nc4c(c(Nc5ccccc5OC)c3c2)CCCC4)cc1
    /, ?, ?, 3.1%, /, 10µM*, /, -2.3%
47: COCCN1Cc2cccc(C(=O)Nc3cc(OC)ccc3OC)c2C1=O
    -5.1%, 0.6%, -6.2%, 2.5%, -7.1%, -3.1%, ?, -5.4%
48: Cc1ccc(S(=O)(=O)N2CCN(C(=S)NCCc3ccccc3)CC2)cc1
    -7.9%, -6.5%, ?, 4.8%, -0.2%, 3.5%, -13.2%, -5.7%
49: CS(=O)(=O)N(Cc1ccccc1)c1ccc(C(=O)Nc2cccnc2)cc1
    3.4%, -4.4%, -6.0%, 0.3%, -2.5%, 1.6%, 14.9%, 2.2%
50: O=C1NC2(Nc3ccccc31)C(=O)Nc1ccccc12 (stereo unspecified)
    13.3%, 3.1%, -12.0%, 4.8%, 10.2%, -14.9%, ?, -1.5%
51: C=CCn1c(=O)c2ccccc2n2c(SCc3csc(-c4ccccc4)n3)nnc12
    4.7%, -4.8%, -6.8%, -17.4%, 3.4%, -5.4%, -2.5%, -1.2%
52: Cc1ccc(C)c(C(=O)COC(=O)c2cc(Cl)nc3ccccc23)c1
    2.6%, ?, -19.8%, -12.4%, 22.1%, ?, -7.2%, 1.0%
53: N#Cc1sc2nc(N3CCCCC3)c3c(c2c1N)CCCC3
    3.6%, 10.3%, 15.8µM*[quencher], 6.3%, -6.5%, ?, ?, 0.7%
54: O=C(NCC(c1ccco1)N1CCN(c2ccccc2)CC1)OCc1ccccc1 (stereo unspecified)
    2.3%, -0.4%, -0.5%, -1.0%, -9.2%, 2.0%, -8.8%, -0.3%
